Epigenetic reg – Quantitative High-Throughput Screen for Regulators of Epigenetic Control; Potency, µM (top dose mostly 53.9 µM), for the others: top-dose GFP activation, actives largely listed as activators; 0.2% of 280,000 active; murine LDR cells, GFP reporter derepression, 30 h; also: % of control where 0% means no effect; nearly all actives have a fitted effect of over 60% in size
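Derepression of a silenced CMV-GFP reporter in murine LDR cells is scored by enumerating GFP-positive cells with a laser-scanning microplate cytometer after 30 hours of treatment at 37 C.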
NPSR antag – qHTS Assay for Antagonists of the Neuropeptide S Receptor: cAMP Signal Transduction | Q6W5P4 | CHO-NPSR cells, cAMP TR-FRET, antagonist mode | Potency, µM (titrated, usually from 38.3 µM), for the others: at the top dose activity change, negative = inhibition, usual class: inhibitors | 1% of 220,000 active | AID 1461, 2008; also: % is scaled to controls: 0 for no effect and ±100 for the full control effect; nearly all actives have a fitted effect of over 50% in size; many of its hits are not listed in these tables
GAA inhib – qHTS Assay for Inhibitors of Human alpha-Glucosidase as a Potential Chaperone Treatment of Pompe Disease | Lysosomal alpha-glucosidase (Homo sapiens), P10253 | purified human GAA, 4-MU-alpha-glucoside fluorescence | Potency, µM (highest dose often 76.9 µM), inactives show top-dose activity change, negative = inhibition, most hits filed as inhibitors | 0.005% of 200,000 active | AID 1466, 2008;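 also: plate controls were uninhibited enzyme wells for no effect and no-enzyme background for full effect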
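Fluorescence at Ex 365/Em 440 nm from 4-methylumbelliferone reported enzyme activity after 20 min at room temperature. Reactions used 4 nM enzyme and 400 uM substrate at pH 5.0; curves fitted with the Hill equation.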
GLA spleen mod – qHTS Assay for Inhibitors and Activators of Human alpha-Galactosidase From Spleen Homogenate | Alpha-galactosidase A (Homo sapiens), P06280 | human spleen homogenate, 4MU-alpha-Gal fluorescence, 40 min | Potency, µM (doses to about 80 µM), without a hit: at the top dose activity change, negative = inhibition, hits mostly inhibitors | 0.008% of 240,000 active | AID 2107, 2009;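 also: 0% = enzyme with vehicle and -100% = no enzyme basal signal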
Target sequence (P06280 32-429 limits assumed): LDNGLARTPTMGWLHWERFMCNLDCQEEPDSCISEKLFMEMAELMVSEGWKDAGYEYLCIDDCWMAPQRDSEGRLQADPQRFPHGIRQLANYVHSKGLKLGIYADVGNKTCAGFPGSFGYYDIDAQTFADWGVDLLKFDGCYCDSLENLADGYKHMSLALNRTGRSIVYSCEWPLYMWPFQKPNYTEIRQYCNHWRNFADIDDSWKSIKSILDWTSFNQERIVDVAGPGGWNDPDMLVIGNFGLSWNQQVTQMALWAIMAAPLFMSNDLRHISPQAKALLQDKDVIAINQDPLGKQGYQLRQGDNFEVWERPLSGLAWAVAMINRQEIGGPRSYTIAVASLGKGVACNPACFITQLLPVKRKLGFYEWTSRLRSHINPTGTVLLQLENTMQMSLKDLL
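qHTS titration in buffer at pH 5.0. Alpha-galactosidase activity in spleen homogenate was measured via 4-methylumbelliferone release from 1 mM fluorogenic substrate after 40 min at 37C and a pH 10 stop. AC50 came from Hill fits of control-normalized data.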
GAA spleen mod – qHTS Assay for Inhibitors and Activators of Human alpha-Glucosidase From Spleen Homogenate. Lysosomal alpha-glucosidase (Homo sapiens), P10253. human spleen homogenate, 4-MU-alpha-glucoside fluorescence. Potency, µM (top dose mostly 79.9 µM), for inactives: top-dose activity change, negative = inhibition, actives largely listed as inhibitors. 0.006% of 240,000 active;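 also: 0% = enzyme with vehicle and -100% = no enzyme basal signal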
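Human spleen homogenate (1 ug) with 4-methylumbelliferyl-alpha-D-glucopyranoside (1 mM final) in 50 mM citrate/phosphate pH 5.0, 0.01% Tween-20; 40 min at 37 C. Stopped at pH 10; 4-MU fluorescence Ex 365/Em 440 nm; AC50 by Hill fit.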
GAA glycogen – qHTS Assay for Inhibitors and Activators of Human alpha-Glucosidase Cleavage of Glycogen; 0.38% of 300,000 active; AID 2100, 2009; recombinant GAA, glycogen substrate, Amplex Red glucose oxidase fluorescence; Lysosomal alpha-glucosidase (Homo sapiens), P10253; Potency, µM (highest dose often 76.4 µM), inactives show at the top dose activity change, negative = inhibition, hits mostly inhibitors;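 also: 0% = full enzyme reaction and -100% = no-enzyme basal signal; the screen sought inhibitors and activators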
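Natural-substrate format: glycogen cleavage by 4 nM human enzyme, glucose read by Amplex Red coupling (Ex 573, Em 610 nm). Normalized to enzyme and no-enzyme controls.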
Tau fluor cs – Counterscreen qHTS for Inhibitors of Tau Fibril Formation, Fluorescence Polarization. tau K18 P301L Alexa594 fluorescence, heparin fibrillization. AID 1463, 2008. Potency, µM (highest dose often 57.7 µM), for inactives: at the highest dose activity change, negative = decrease. 0.93% of 280,000 active; also: % is scaled to controls: 0 for no effect and ±100 for the full control effect; nearly all actives have a fitted effect of over 55% in size
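Human tau K18 P301L (15 uM unlabeled, 0.24 uM Alexa 594-labeled) in 100 mM sodium acetate pH 7 with 20 uM heparin, 6 hr at 37 C. ThT 30 uM added, 1 hr ambient; Alexa 594 FP and total fluorescence read at 555/632 nm.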
ALDH1A1 block – qHTS Assay for Inhibitors of Aldehyde Dehydrogenase 1 (ALDH1A1); AID 1030, 2008; Purified ALDH1A1, NADH fluorescence, propionaldehyde substrate; Potency, µM (top dose mostly 75.3 µM), inactives show top-dose activity, negative = inhibition, hits mostly inhibitors; Aldehyde dehydrogenase 1A1 (Homo sapiens), P00352; 7.3% of 220,000 active; active = well fitted inhibition curve with a large enough effect, not every such curve was filed as active; inconclusive = small, poorly fitted or top-dose-only effect, or another doubt; inactive = no such curve, though single readings can be large or run the other way;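 also: plate controls were no enzyme wells and a reference inhibitor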
Target sequence (P00352 whole entry, looked up): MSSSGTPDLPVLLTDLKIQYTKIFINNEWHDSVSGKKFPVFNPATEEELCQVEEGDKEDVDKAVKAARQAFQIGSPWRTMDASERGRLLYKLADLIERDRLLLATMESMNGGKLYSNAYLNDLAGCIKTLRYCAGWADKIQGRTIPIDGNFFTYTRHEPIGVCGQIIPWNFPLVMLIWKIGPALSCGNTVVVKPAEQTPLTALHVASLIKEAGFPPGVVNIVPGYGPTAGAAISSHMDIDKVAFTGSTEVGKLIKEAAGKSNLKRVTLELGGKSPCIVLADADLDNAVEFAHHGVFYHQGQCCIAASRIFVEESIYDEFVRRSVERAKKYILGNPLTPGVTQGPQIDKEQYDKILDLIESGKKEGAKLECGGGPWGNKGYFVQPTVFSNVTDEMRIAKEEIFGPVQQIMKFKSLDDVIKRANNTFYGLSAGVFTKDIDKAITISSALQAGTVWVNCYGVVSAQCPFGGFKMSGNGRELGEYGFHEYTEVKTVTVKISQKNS
Numbers without * were called inactive; ? = inconclusive; / = not tested or not shown; [ ] = dose if it differs, or a comment. Unless noted, calls follow the shape of the dose curve; as a rule, active = well fitted curve in the direction sought with a large enough effect; inconclusive = small, poorly fitted or top-dose-only effect, or another doubt; inactive = no such curve, though single readings can be large; an effect the other way counts as inactive or inconclusive. Potency is read from the fitted curve at half-maximal effect.

Molecule	ALDH1A1 block	NPSR antag	GAA inhib	Epigenetic reg	Tau fluor cs	GLA spleen mod	GAA spleen mod	GAA glycogen
COc1ccc(/C=N/n2nnnc2N)cc1OC	/	-7%	/	1.1%	-3%	3%	1%	7%
CCCCn1nnnc1NCc1ccc(OC)c(OC)c1OC	-5%	5%[46.1 µM]	3%	-1.0%	-20%	5%	7%	-4%
CC(Oc1ccc(F)cc1)C(=O)Nc1ccc2ccccc2c1 (stereo unspecified)	-3%	-16%[46.1 µM]	-7%	-0.3%	-20%	8%	2%	-1%
COCCn1c(C)cc(C2=NNC(=Nc3ccc(Cl)cc3Cl)SC2)c1C	25µM*	-6%[46.1 µM]	2%	-1.4%	-12%	-3%	-2%	3%
CCc1cc2c(=O)c(-c3cnn(-c4ccccc4)c3)coc2c(CN2CCOCC2)c1O	?	-8%[46.1 µM]	-15%	-2.4%	-29%	10%	-3%	0%
Cc1c(N(C)C)nc2ccccc2c1N	?	-6%[46.1 µM]	-1%	0.0%	7%	-7%	-8%	3%
NC1=NC[C@@H](Cc2ccc(O)cc2)N1CCc1cc(C(F)(F)F)cc(C(F)(F)F)c1	/	-30%	/	11%	1%	0%	-9%	-7%
CC(C)OC(=O)c1cccc(NC(=O)c2ccccc2)c1	-3%	0%[46.1 µM]	6%	1.2%	-16%	1%	-6%	-2%
COCCNC(=S)Nc1ccc(N2CCCCC2)cc1	8.9µM*	4%	3%	-3.6%	-10%	5%	-17%	?
C/C(=N\Nc1nc2ccccc2s1)c1ccc(Br)s1	4%	?	/	1.1%	11µM*[quencher]	5%	-1%	?
CC(=O)c1sc(N/N=C\c2ccccc2O)nc1C	-6%	1.6µM*	-4%	-0.2%	?	-1%	1%	?
Cn1cccc1/C=C(/C#N)C(N)=S	-6%	-20%	-11%	-1.9%	-5%	1%	-10%	10%
COc1cc(/C=N/NC(=O)c2c(-c3ccccc3)noc2C)cc(OC)c1OC	-5%	14%	-7%	-0.9%	-5%	-21%	-8%	6%
Cc1nc2ccc(NC(=O)NCCO)cc2s1	2%	1%[46.1 µM]	?	-1.0%	-9%	4%	-12%	0%
c1ccc(-c2ccc(C3CCCN3)cc2)cc1 (stereo unspecified)	0%	-8%	-3%	0.0%	-17%	4%	-4%	-3%
COc1ccccc1CC(=O)NN1C(=O)c2ccccc2C1=O	9%	12%	?	-1.3%	11%	-3%	-1%	5%
CCN(CC)CC(=O)Nc1sc(C)c(C)c1C(=O)c1ccc(C)cc1	-7%	-59%	-4%	1.7%	-11%	0%	2%	-1%
Brc1ccc2nc(CSc3ncn[nH]3)cn2c1	13%	18%[7.67 µM]	-5%	1.7%	-11%	4%	7%	5%
O=C(Cn1c(=O)sc2ccccc21)Nc1ccc(O)cc1	2%	8%	3%	0.0%	-11%	-8%	-1%	15%
CCOC(=O)c1cc(-c2ccccc2)n(CCC(=O)N2CCN(c3ccccn3)CC2)c1C	0%	-7%	5%	-1.0%	8%	-8%	-11%	8%
CCCCC1CC(CSC(=N)N)OC1=O (stereo unspecified)	-5%	5%[46.1 µM]	-2%	-2.6%	2%	3%	-3%	2%
COc1cccc(NC(=O)CN2C(=O)C3(OCCCO3)c3ccccc32)c1	?	3%[46.1 µM]	1%	1.1%	-16%	3%	-8%	-4%
Cc1ncc(CN2CCN(CCC(C)C)C(CCO)C2)s1 (stereo unspecified)	-1%	0%	-14%	0.1%	-9%	0%	8%	14%
COc1ccc(OC)c2sc(NNC(=O)COc3ccccc3)nc12	-5%	9%	-2%	-1.2%	-4%	3%	6%	?
O=[N+]([O-])c1ccccc1OCCCN1CCOCC1	9%	3%[46.1 µM]	-1%	-2.1%	-2%	-13%	-4%	2%

(further entries)
Molecule	ALDH1A1 block	NPSR antag	GAA inhib	Epigenetic reg	Tau fluor cs	GLA spleen mod	GAA spleen mod	GAA glycogen
CN(Cc1ccccc1)Cc1nc2c([nH]1)c(=O)n(C)c(=O)n2C	-1%	10%[46.1 µM]	-1%	-0.8%	6%	7%	-3%	3%
CN(Cc1ccccc1)C(=O)NC1CCCCC1	1%	1%	-1%	-0.1%	4%	6%	-2%	6%
OCCOCCOCCn1c2ccccc2c2ccccc21	-1%	10%[46.1 µM]	-4%	-1.0%	-2%	1%	1%	-1%
CCOC(=O)C(C)Sc1ncc(OC)c(Sc2ccc(Cl)cc2)n1 (stereo unspecified)	-10%	-19%[46.1 µM]	-7%	0.4%	-17%	8%	-8%	-11%
O=C1CC(N2CCC(O)CC2)C(=O)N1c1ccc(Br)cc1 (stereo unspecified)	22µM*	-5%[46.1 µM]	8%	0.2%	3%	4%	3%	7%
OCCN(CCO)CC(O)COCCC12CC3CC(CC(C3)C1)C2 (stereo unspecified)	?	25%[46.1 µM]	-1%	-1.0%	0%	2%	-3%	-3%
CC(=O)Nc1c(C(=O)O)oc2ccccc12	-2%	0%[46.1 µM]	0%	0.6%	3%	0%	10%	5%
O=c1[nH]c(C2CCCN(S(=O)(=O)c3ccccc3)C2)nc2c1nnn2Cc1ccccc1 (stereo unspecified)	10µM*	?	-12%	-1.0%	-15%	-11%	-11%	2%
CCC(=O)N(c1ccc(F)cc1)C1C=CS(=O)(=O)C1 (stereo unspecified)	1%	7%[46.1 µM]	4%	1.1%	5%	0%	-11%	3%
Cc1onc(-c2ccccc2)c1C(=O)N/N=C/c1c[nH]c2ccccc12	?	16%	4%	-0.1%	?	-4%	7%	-18%
O=C(Cc1ccccc1F)Nc1nc2ccccc2[nH]1	-3%	-3%	13%	-1.3%	0%	9%	4%	0%
Cc1c(C(=O)N2CC3(CC(c4cccc(NC(=O)[C@H]5CCC(=O)N5)c4)=NO3)C[C@@H]2C(N)=O)cc([N+](=O)[O-])cc1[N+](=O)[O-] (stereo partly specified)	/	14%	/	-1.9%	3%	-4%	1%	6%
COC(=O)c1ccc(CNC(=O)COC(=O)c2cc(Cl)nc(Cl)c2)cc1	?	-8%	0%	-2.0%	1%	-4%	1%	-17%
C=CCN(C(=O)CNS(=O)(=O)c1ccccc1)C(C(=O)NCCOC)c1ccncc1 (stereo unspecified)	0%	15%[46.1 µM]	-11%	0.0%	-1%	4%	5%	-13%
CC(NC(=O)c1ccc2c(c1)OCO2)C(c1cccs1)N1CCOCC1 (stereo unspecified)	-4%	-3%[46.1 µM]	-4%	-4.7%	0%	-6%	-6%	6%
O=C(Cc1coc2cc3c(cc12)CCC3)NCC1(N2CCCCC2)CCCCC1	15%	28%	-6%	-1.0%	-4%	4%	1%	2%
CC(CCCC(C)(C)O)NC(=O)c1ccc(OC2CCN(C(=O)C3CC3)CC2)cc1 (stereo unspecified)	-5%	-5%	4%	-2.7%	-12%	1%	-4%	7%
CCC(CC)NC(=O)c1oc2ccccc2c1COc1ccccc1	-5%	?	4%	-0.9%	5%	7%	5%	9%
Cc1ccc(CN2CCN(Cc3ccc4ncccc4c3)CC2CCO)cc1 (stereo unspecified)	10%	-6%	10%	5.2%	13%	6%	6%	-3%
COc1cc2c(cc1OC)-c1cc3ccc(OC)c(OC)c3c[n+]1CC2	3%	/	/	0.8%	-12%	-8%	-4%	/
COc1ccc(NC(=O)CSC2=C(C#N)C(c3ccco3)C3=C(CCCC3=O)N2)c(OC)c1 (stereo unspecified)	?	-23%[46.1 µM]	-7%	0.8%	-8%	1%	4%	26%
COC(=O)C1CCC(C)(C(=O)Nc2ccccc2)C1(C)C (stereo unspecified)	14%	2%[46.1 µM]	-2%	-1.4%	1%	8%	1%	4%
CC1CCC2(CC1)NC(=O)N(CC(=O)N1CCc3ccccc3C1)C2=O (stereo unspecified)	1%	8%	2%	-0.2%	-2%	10%	-1%	5%
NC(=O)C[C@@H]1N[C@]2(C(=O)Nc3ccccc32)[C@@H]2C(=O)N(c3cc(C(F)(F)F)ccc3Cl)C(=O)[C@H]12	-1%	-8%[46.1 µM]	1%	-0.7%	-8%	3%	-4%	1%
CS(=O)(=O)c1ccc2nc(N)sc2c1	5%	3%[46.1 µM]	1%	-2.7%	-8%	4%	0%	0%

A few values from the results shown.
Tau fluor cs, Cc1ccc(CN2CCN(Cc3ccc4ncccc4c3)CC2CCO)cc1 (stereo unspecified) → 13%
GAA glycogen, Cc1onc(-c2ccccc2)c1C(=O)N/N=C/c1c[nH]c2ccccc12 → -18%
GLA spleen mod, CCOC(=O)C(C)Sc1ncc(OC)c(Sc2ccc(Cl)cc2)n1 (stereo unspecified) → 8%

The main list resumes; the two compounds before the break are reprinted first.
Molecule	ALDH1A1 block	NPSR antag	GAA inhib	Epigenetic reg	Tau fluor cs	GLA spleen mod	GAA spleen mod	GAA glycogen
NC(=O)C[C@@H]1N[C@]2(C(=O)Nc3ccccc32)[C@@H]2C(=O)N(c3cc(C(F)(F)F)ccc3Cl)C(=O)[C@H]12	-1%	-8%[46.1 µM]	1%	-0.7%	-8%	3%	-4%	1%
CS(=O)(=O)c1ccc2nc(N)sc2c1	5%	3%[46.1 µM]	1%	-2.7%	-8%	4%	0%	0%
CCOC(=O)/C(=C\C=C\c1ccccc1)NC(=O)c1ccccc1	?	-9%	3%	-1.0%	-12%	-9%	-28%	-9%
COC(=O)c1ccc(C(=O)OCc2nc3cc4ccccc4cc3[nH]2)cc1	2%	5%	0%	-1.0%	?	-1%	-6%	-3%
O=C(O)C(CO)N=Cc1c(O)c2ccccc2oc1=O (stereo unspecified)	-4%	9%	2%	-3.8%	-6%	-20%	-3%	-7%
O=C(N/N=C/c1ccc(O)cc1)c1csc2c1CCCC2	-11%	-12%	-9%	1.0%	?	1%	-6%	0%
O=c1c2nnn(-c3ccc(Cl)cc3)c2ncn1Cc1ccccn1	4%	2%	0%	7.9%	-6%	0%	/	4%

This is a subset; the hit share may differ from the screen's.
